Bioassay records (PubChem BioAssay)
DRD3 antagonist = antagonists of human D3 dopamine receptor | max response, negative = inhibition, % | 2.5% of 360,000 active | P35462 | AID 652054 | D3R cells, DiscoveRx beta-arrestin luminescence, antagonist mode; stronger effect = lower value; in the data active = max response below about -50%; inconclusive = no clear call, values can overlap the other calls; also: % is scaled to controls: 0 for no effect and ±100 for the full control effect; mostly tested at two doses, the higher about 12 µM
Target sequence (P35462 whole entry, looked up): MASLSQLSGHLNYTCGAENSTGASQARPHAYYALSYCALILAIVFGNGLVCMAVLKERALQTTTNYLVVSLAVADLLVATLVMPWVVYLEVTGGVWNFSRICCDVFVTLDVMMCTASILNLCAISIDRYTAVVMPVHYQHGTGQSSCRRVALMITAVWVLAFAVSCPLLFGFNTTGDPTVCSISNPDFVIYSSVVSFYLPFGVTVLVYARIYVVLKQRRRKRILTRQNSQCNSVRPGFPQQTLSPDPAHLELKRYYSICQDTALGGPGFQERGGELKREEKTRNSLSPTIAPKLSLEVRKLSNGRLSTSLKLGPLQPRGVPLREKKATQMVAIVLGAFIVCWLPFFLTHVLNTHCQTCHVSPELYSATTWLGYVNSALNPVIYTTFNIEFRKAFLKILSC
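Cells expressing the human receptor were seeded at 1500 cells/well, incubated overnight at 37 degrees C in 5% CO2, then exposed to library compounds with dopamine controls for 90 minutes at 37 degrees C before luminescent detection.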
D3 ag = D3 dopamine receptor (human) agonism | D3R DiscoveRx beta-arrestin cells, luminescence, 90 min | P35462 | 0.58% of 410,000 active | max activation, % | AID 652048; in the data active = max activation above about 30%; also: 0% is about no effect; mostly tested at two doses, the higher about 12 µM
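Agonist mode: compounds and dopamine controls were applied to plated cells for 90 min at 37 degrees C after an overnight attachment at 1500 cells/well. Luminescent read-out followed 30 - 60 minutes at room temperature with DiscoveRx detection reagent.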
KB-V1 cytotox = kills drug-selected multidrug resistant KB-V1 cells. KB-V1 MDR cells viability, CellTiter-Glo, 72 h. Potency, µM (titrated, usually from 46.1 µM), without a hit: top-dose activity change, negative = cytotoxicity, most hits filed as cytotoxic. 3.4% of 400,000 active; also: potency is read from the fitted curve at half-maximal effect; % is scaled to controls: 0 for no effect and ±100 for the full control effect; nearly all actives have a fitted effect of over 60% in size
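Cytotoxicity toward P-gp-expressing KB-V1 cells was determined as loss of CellTiter-Glo luminescence after 72 h at 37 degrees C. Compounds were tested in quantitative HTS format across a concentration range, with curves fitted to normalized data.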
GLP1R cytotox = cytotoxicity counter-screen for GLP-1 receptor inverse agonists. AID 624418. Potency, µM (top dose mostly 38.3 µM), for the others: at the top dose activity change, negative = inhibition, hits mostly inhibitors. 0.13% of 410,000 active. HEK293 cAMP-luciferase reporter cells, luminescence, 24 h;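 also: loss of luciferase light is scored as toxicity; potency is read from the fitted curve at half-maximal effect; % is scaled to controls: 0 for no effect and ±100 for the full control effect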
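Luminescence readout: signal drop marks cytotoxicity. Plated cells grew 12 h at 37 °C, 5% CO2, received 23 nL compound for 24 h, then got luciferase reagent, read after 12 min at RT.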
PTHR1 ag = activates the human parathyroid hormone receptor PTHR1; HEK293 GP2 PTHR1 cells, GloSensor cAMP luminescence, 1 h; Potency, µM (doses to about 115 µM), for the others: at the top dose activation, most hits filed as activators; 0.075% of 410,000 active; AID 743266; also: potency is read from the fitted curve at half-maximal effect; nearly all actives have a fitted effect of over 55% in size; some results filed as inactive show a strong effect at the top dose; inactives centre near -15; many of its hits are not listed in these tables
Target sequence (Q03431 whole entry, looked up): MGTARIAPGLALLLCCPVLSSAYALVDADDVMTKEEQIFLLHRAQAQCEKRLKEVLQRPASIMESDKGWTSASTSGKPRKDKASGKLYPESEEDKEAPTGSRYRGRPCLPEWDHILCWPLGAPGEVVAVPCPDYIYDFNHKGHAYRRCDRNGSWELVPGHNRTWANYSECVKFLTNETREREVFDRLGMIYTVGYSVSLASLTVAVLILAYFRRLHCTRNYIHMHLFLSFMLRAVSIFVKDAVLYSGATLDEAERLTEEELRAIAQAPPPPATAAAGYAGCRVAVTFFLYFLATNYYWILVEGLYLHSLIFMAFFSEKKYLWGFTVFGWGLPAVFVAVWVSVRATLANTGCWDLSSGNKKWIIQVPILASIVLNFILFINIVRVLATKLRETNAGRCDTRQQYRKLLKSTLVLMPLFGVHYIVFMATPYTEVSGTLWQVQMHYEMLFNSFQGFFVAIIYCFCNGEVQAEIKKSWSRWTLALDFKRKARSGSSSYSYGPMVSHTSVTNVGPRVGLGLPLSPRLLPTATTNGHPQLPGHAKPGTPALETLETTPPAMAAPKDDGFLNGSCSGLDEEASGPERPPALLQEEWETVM
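HEK-293-derived GP2 cells expressing PTHR1 and a GloSensor cAMP reporter, 3,000/well, plated overnight, given luciferin plus IBMX (each 0.5 mM as added) for 1 h at 37 °C, then compound for 1 h at 37 °C. Luminescence was read after 15 min at room temperature.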
GLP-1R inv ag = GLP-1 receptor (human) inverse agonism. P43220. HEK293 GLP-1R CRE-luciferase, luminescence, 24 h; GLP-1R form is constitutively active. Potency, µM (titrated, usually from 38.3 µM), for inactives: at the top dose activity change, negative = inhibition, most hits filed as inhibitors. 1.6% of 410,000 active. AID 624417; also: potency is read from the fitted curve at half-maximal effect; % is scaled to controls: 0 for no effect and ±100 for the full control effect; nearly all actives have a fitted effect of over 55% in size
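Readout was luciferase luminescence, measured 12 min after detection reagent at room temperature. Beforehand, GLP-1R reporter HEK293 cells had sat 12 h, then received compounds for 24 hr at 37 deg C.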
aSyn rescue = rescues yeast growth from alpha-synuclein toxicity | Yeast expressing alpha-synuclein, growth rescue, BacTiter-Glo, 24 h | Potency, µM (series often up to 46.1 µM), for the others: at the top dose growth rescue (activation), most hits filed as activators | 0.14% of 370,000 active | AID 652106; also: potency is read from the fitted curve at half-maximal effect; % of control where 0% means no effect; nearly all actives have a fitted effect of over 65% in size
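Galactose-induced alpha-syn yeast (OD600=0.02, raffinose-pregrown) + pinned cpd, 24 hr, 30 deg C; growth by BacTiter-Glo luminescence. Growth restoration scores as activation.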
TDP-43 yeast inh = inhibitors of TDP-43 toxicity in yeast. TDP-43 expressing yeast growth rescue, BacTiter-Glo, 24 h. AID 652104. 1.8% of 410,000 active. Potency, µM (doses to about 46.1 µM), without a hit: at the highest dose growth rescue (activation), hits mostly activators; also: potency is read from the fitted curve at half-maximal effect; % of control where 0% means no effect; nearly all actives have a fitted effect of over 50% in size
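Galactose-induced TDP-43 yeast, OD600=0.02, compound pinned; 24 hr, 30 deg C; BacTiter-Glo luminescence for growth. Inhibitors of TDP-43 toxicity read as activators.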
GLP1R ag = agonists of human GLP-1 receptor; P43220; HEK293 GLP-1R CRE-luciferase, luminescence, 4-6 h; cells express a hypersensitive GLP-1R form; Potency, µM (top dose mostly 45.6 µM), without a hit: at the highest dose activation, usual class: activators; 0.007% of 380,000 active; AID 624172; also: potency is read from the fitted curve at half-maximal effect; % of control where 0% means no effect
Numbers without * were called inactive; i = inactive; ? = inconclusive; nt = no result given; & = joins results of further samples; [ ] = remark or other dose. Unless noted, calls follow the shape of the dose curve; as a rule, active = well fitted curve in the direction sought with a large enough effect; inconclusive = small, poorly fitted or top-dose-only effect, or another doubt; inactive = no such curve, though single readings can be large; an effect the other way counts as inactive or inconclusive.

entry	compound	DRD3 antagonist	D3 ag	KB-V1 cytotox	GLP1R cytotox	PTHR1 ag	GLP-1R inv ag	aSyn rescue	TDP-43 yeast inh	GLP1R ag
1	O=c1[nH]c(=S)[nH]c2nc(-c3cccs3)cc(C(F)(F)F)c12	-11.6	0.8	-22.7%	-1.8%	-28.5%	63.7%[activator]	4.1%	-9.7%	3.7%
2	N/C(=N\OC(=O)CCc1ccccc1)c1ccccc1Cl	-18.4	-5.5	-4.2%	3.9%	i	-13.2%	-15.9%	26.6%	9.3%
3	CN(Cc1c(C(=O)N/N=C/c2ccc(O)cc2)nnn1-c1nonc1N)c1ccccc1	2.6	-11.4	?	-11.9%	-35.9%[inhibitor]	?	-1.0%	-5.3%	-3.0%
4	COc1cccc(/C=N/Nc2snc(SC)c2C#N)c1O	?	3.6	16.4µM*	11.8%	-92.8%[inhibitor]	?	-13.9%	-11.3%	-2.3%
5	C=CCn1c(Cc2ccc(OC)cc2)nnc1SCc1nc2ccccc2c(=O)[nH]1	40.1	18.4	-28.9%	-15.4%	-13.0%[57.5 µM]	-1.2%	2.6%	-29.5%	1.0%
6	COCCNC(=O)CN(C(=O)Cn1nnc2ccccc21)c1ccccc1C	-2.7	2.6	-6.6%	-11.5%	-17.1%	17.3%	4.5%	0.0%	-4.6%
7	CN1CCN(C(=O)CCC(=O)NCc2ccc(F)cc2)CC1	15.1	1.8	18.1%	0.3%	i	24.1%	4.5%	0.0%	2.9%
8	COc1cc(N(C)C)ccc1[C@]1(O)C(=O)N(C)c2ccc(Br)cc21	13.8	-0.4	?	-5.7%	-18.8%	-14.6%	1.6%	7.6%	nt
9	COc1ccc(N2CCN(CC(O)COCc3ccccc3)CC2)cc1 (stereo not drawn)	-9.7	5.7	0.0%	1.9%	-14.3%	-19.9%	0.1%	1.1%	-2.9%
10	Cc1nc2ccccc2c(=O)n1CCc1ccc(O)cc1	-3.7	-3.3	-2.8%	-10.7%	i	-20.2%	-2.0%	-8.2%	12.5%
11	O=C(NNC(=O)c1ccc(-c2ccccc2)cc1)c1ccccc1	6.9	-1.3	-20.1%	-9.4%	i	-1.7%	17.3%	11.8%	-11.9%
12	CC1Cc2ccccc2N1C(=O)CNc1ccccc1N1CCCCC1 (stereo not drawn)	-18.5	-4.0	0.0%	5.6%	-16.8%	?	-0.6%	-2.9%	-4.1%
13	COC(=O)c1ccc(OCCn2cnc3ccccc3c2=O)cc1	-13.7	5.9	1.2%	-18.7%	i	2.1%	3.7%	-1.0%	-0.8%
14	CCOC(=O)[C@]12CCCC=C1N(CCC1=CCCCC1)C(=O)[C@H](CC(=O)NCCCOC)C2	7.2	7.3	?	-5.1%	-16.1%	-20.0%	4.2%	29.1%	nt
15	COCCn1c(CN2CCN(C(=O)c3ccco3)CC2)nc2c1c(=O)n(C)c(=O)n2C	-18.5	-0.7	2.9%	-2.7%	-45.6%[inhibitor]	6.7%	-4.9%	-1.3%	-6.6%
16	COC(=O)c1ccc(CSc2nnc3ccc4ccccc4n23)cc1	nt	6.2	7.0%	6.8%	-9.3%	12.1%	nt	35.5µM*	nt
17	COC(=O)c1c(-c2ccc(Cl)cc2)noc1N1CCN(c2ccc(C)cc2C)CC1	nt	20.6	-4.0%	-3.5%	-48.0%[inhibitor]	-0.8%	nt	9.9%[9.22 µM]	nt
18	Cc1nc(NC(=O)CN2CCOCC2)sc1-c1ccccc1	12.1	-0.6	1.8%	-9.4%	-25.6%[57.5 µM]	-16.6%	13.6%	12.4%	3.9%
19	CC(C)(C)OC(=O)[C@H](Cc1ccccc1)NC(=O)c1[nH]cnc1C(=O)Nc1ccc(Cl)cc1	?	-10.8	?	2.4%	-33.0%[inhibitor]	?	?	-6.3%	-1.0%
20	COc1ccccc1N1CCN(Cc2ccc(O)c3ncccc23)CC1	-104.5*	-86.9	?	?	i	?	-1.6%	-16.0%	7.2%
21	Cn1ccc2c(-c3ccccc3F)cc3c(c21)C1CCC3C1 (stereo not drawn)	-54.3*	-4.8	0.0%	8.7%	-13.5%	?	-15.4%	20.8%	-5.5%
22	CCn1nc(C)c(Br)c1C(=O)Sc1ccccc1Cl	-21.8	5.2	4.8%	?	-20.3%	-27.4%	5.6%	9.5%	-4.5%
23	COc1cc(NC(=O)Nc2nc(C(N)C(C)C)cs2)cc(OC)c1OC (stereo not drawn)	4.6	5.9	4.9%	-21.3%	i	?	2.3%	23.8%	-3.3%
24	Cc1ccc(S(=O)(=O)N2CCCOC2CNC(=O)C(=O)NCc2ccncc2)cc1 (stereo not drawn)	28.2	6.3	4.9%	-18.8%	-23.2%	-0.2%	2.3%	-3.0%	2.2%
25	O=C(CSc1ncn[nH]1)NCCc1ccc(Cl)cc1	-11.4	-6.7	1.4%	-4.5%	i	0.0%	-3.1%	-21.4%	6.6%
26	CCCCc1nnc(SCC(=O)Nc2nccs2)n1CC	8.3	1.6	-8.7%	4.8%	i	21.7%	0.0%	14.1%	-4.6%
27	Cc1ccc(NC(=O)C2CCCN2C(=O)OC(C)(C)C)cc1C (stereo not drawn)	0.0	-0.2	-2.6%	2.6%	i	30.8%	-0.4%	7.1%	0.1%
28	Cc1c(/C=N/Nc2nc3ccccc3[nH]2)c2ccccc2n1C	?	-17.3	?	?	-17.1%	?	-6.7%	-0.5%	-6.3%
29	COCCCNC(=O)CCc1ccc(S(=O)(=O)Nc2ccc(C)cc2)cc1	-7.4	-1.0	9.1%	1.9%	-21.6%[57.5 µM]	1.0%	-1.4%	-3.5%	0.7%
30	O=c1c(C(c2nnnn2C2CCCCC2)N2CCCCC2)coc2ccc(Cl)cc12 (stereo not drawn)	-13.0	-0.6	?	-9.3%	-4.3%	-1.1%	16.4%	?	-2.3%
31	COC(=O)c1c(NC(=O)C(=O)NCCCN2CCOCC2)sc2c1CCCC2	5.1	6.9	-1.4%	12.5%	i	20.1%	0.3%	5.4%	6.7%
32	CN(c1ccccc1)S(=O)(=O)c1cc(C(=O)N2CCN(c3ncccn3)CC2)ccc1Cl	-2.5	4.6	2.91µM*	13.2%	-0.4%	-15.3%	0.6%	?	-0.4%
33	Cc1c(NP(=O)(c2ccc(Br)cc2)c2ccc(Br)cc2)c(=O)n(-c2ccccc2)n1C	-8.9	4.6	-5.6%	-14.6%	i	11.2µM*	7.1%	0.3%	10.5%
34	Cn1cccc1C(=O)c1cccc([N+](=O)[O-])c1	-2.4	2.5	-13.0%	16.0%	29.0%	0.6%	8.9%	13.8%	3.4%
35	CCOC(=O)[C@]12CCCC=C1N(Cc1ccc(Cl)cc1Cl)C(=O)[C@H](CC(=O)NCCCOC)C2	0.0	-8.6	0.0%	1.9%	-86.5%[inhibitor]	?	0.6%	5.2%	-0.9%
36	CC1CCN(c2nc3ccccc3nc2SCC(=O)Nc2ccccc2C(C)C)CC1	nt	13.7	-13.5%	-1.3%	-21.6%	-9.7%	nt	9.5%	nt
37	O=C(NCCNc1ccc([N+](=O)[O-])cc1Cl)c1ccccc1F	-0.9	-2.5	?	-24.3%	-1.0%	?	2.7%	11.8%	22.0%
38	CCn1nc(C)c(CCN(C)C(=O)Nc2cc(Cl)c(OC)cc2OC)c1C	nt	4.5	1.6%	-6.0%	i	3.0%	nt	15.6%	nt
39	FC(F)(F)c1cccc(Cc2noc(CN3C[C@@H]4CCC[C@H]3C4)n2)c1	19.2	-6.5	-4.6%	0.8%	-19.4%	?	1.1%	3.7%[0.397 µM]	9.7%
40	CCC1COCCS(=O)(=O)N1Cc1ccccc1F (stereo not drawn)	-16.9	-6.3	-13.6%&-24.5%	7.2%	1.9%	4.7%	-1.5%	-13.9%	-0.8%
41	CC(C)NC(=O)c1onc(CSc2ccccn2)c1C(=O)NC(C)C	-19.7	16.0	-3.0%	7.7%	i	12.7%	0.0%	-0.9%	20.7%
42	COC(=O)C1=C(C)N(C)C(=S)NC1c1cc(OC)ccc1OC (stereo not drawn)	36.8	-4.4	-7.8%	-7.5%	-0.7%	?	1.3%	-11.9%[0.397 µM]	0.3%
43	CCCOc1ccc(C(=O)NC(=S)N2CCN(c3ncc4c(=O)c(C(=O)O)cn(CC)c4n3)CC2)cc1	20.8	2.5	1.4%	-1.5%	-31.6%[inhibitor]	-5.4%	5.9%	-74.5%[inhibitor]	0.0%
44	COc1ccccc1CNC(=O)[C@H](C)NC(=O)C1CCN(C(=O)[C@@H]2CCCN2C(=O)OC(C)(C)C)CC1	?	-20.6	0.0%	1.2%	-26.0%	4.7%	-1.9%	5.6%	-3.6%
45	COc1ccc2c(c1OC)C(=O)N(c1cccc(C)c1)C2=O	10.7	6.0	2.5%	-1.6%	-2.5%[57.5 µM]	38.7%	-5.8%	15.9%	23.5%
46	CCCCn1c(SCC(=O)NNC(=O)c2ccccc2)n[nH]c1=O	-8.2	-0.6	-3.3%	0.9%	i	-14.8%	-17.7%	16.1%	5.2%

These rows are one share of the data (hit frequency here may not be typical).
